From PubChem BioAssay
esBAF inh: Bmi1 luciferase reporter increase in mESCs, primary screen, esBAF inhibitor project, mouse ES cells, Bmi1 luciferase knock-in, single point; 24 h; 100% = twice the neutral-well signal; reporter increase, % at 12.5 µM; 350,000 compounds, 2% hits; AID 602393, 2012; in the data active = activation above about 40%; inconclusive = no clear call, values can overlap the other calls;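 note: 0% = median of the plate's neutral control wells and 100% = double that signal; a rise in the Bmi1 reporter signal indicates esBAF inhibition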
RAD54 branch: inhibitors of human RAD54 branch migration, primary screen, biochemical, fluorescence, single point; RAD54 Holliday junction branch migration, FAM/BHQ fluorescence; inhibition, % at 10.4 µM; AID 602329, 2012; 360,000 compounds, 0.14% hits;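 active = mean normalized replicate activity at least 40 and at least half of replicates scoring 40 or more; inconclusive = only one of the two criteria met; inactive = mean below 40 and under half of replicates reaching 40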;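 note: 0% = median of neutral control wells and 100% = median of positive control wells; inhibitors cause a drop in the FAM fluorescence signal; in these data hits start at about 50%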
Target sequence (Q92698 whole entry, looked up): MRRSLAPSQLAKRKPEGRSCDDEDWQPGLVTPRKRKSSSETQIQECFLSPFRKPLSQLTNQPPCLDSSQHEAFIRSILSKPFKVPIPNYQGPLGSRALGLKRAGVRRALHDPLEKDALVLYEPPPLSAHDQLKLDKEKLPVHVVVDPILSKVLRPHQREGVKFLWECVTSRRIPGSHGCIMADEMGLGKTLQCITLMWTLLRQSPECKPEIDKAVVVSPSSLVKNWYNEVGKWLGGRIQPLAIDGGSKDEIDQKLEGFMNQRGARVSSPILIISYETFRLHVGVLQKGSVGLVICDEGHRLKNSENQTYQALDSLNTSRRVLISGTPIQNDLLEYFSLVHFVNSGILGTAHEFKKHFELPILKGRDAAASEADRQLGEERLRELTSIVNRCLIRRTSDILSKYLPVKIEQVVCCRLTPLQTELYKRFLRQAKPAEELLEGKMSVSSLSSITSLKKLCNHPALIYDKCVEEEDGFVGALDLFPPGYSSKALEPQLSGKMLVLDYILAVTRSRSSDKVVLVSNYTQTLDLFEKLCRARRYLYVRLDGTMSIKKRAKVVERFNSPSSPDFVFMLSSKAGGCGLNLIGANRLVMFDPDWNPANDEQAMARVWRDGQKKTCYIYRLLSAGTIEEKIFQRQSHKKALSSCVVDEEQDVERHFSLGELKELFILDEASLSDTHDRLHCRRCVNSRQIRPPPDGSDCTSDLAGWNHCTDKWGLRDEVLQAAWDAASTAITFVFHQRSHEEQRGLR
Active calls of the source: *; u = inconclusive. Not all compounds are listed; the hit share may differ from the screen's.

smiles	RAD54 branch	esBAF inh
CCOc1cc(-c2nc(-c3ccc(C)nc3OC)no2)cc(OCC)c1OCC	-5	-4
CCc1ccc2[nH]c(=O)c(CN(Cc3ccccc3)Cc3nnnn3Cc3ccco3)cc2c1	-4	31
O=C(CC(c1ccccc1)c1ccccc1)NCc1cccnc1	3	-7
CC(=O)Oc1ccc(C(=O)Nc2nnc(C)s2)cc1	2	17
Cc1oc(C(=O)O)cc1COc1ccc2c3c(c(=O)oc2c1C)CCC3	-4	1
Cc1cc(NC(=O)Nc2ccc(OCc3ccccc3)cc2)n(C)n1	6	-3
Cc1nnc(SCc2cnc(-c3ccccc3)o2)[nH]c1=O	-15	-6
CC1CCN(S(=O)(=O)c2ccc(NC(=O)N3c4ccccc4Sc4ccccc43)cc2)CC1	13	11
CCCCNC(=O)c1ccc(N2CCOCC2)c(NS(=O)(=O)c2ccc(OC)cc2)c1	1	-1
Cc1ccc(-c2cnc(SCC(=O)N3CCCc4ccccc43)n2C)cc1	-7	4
CC(C)(C)S(=O)(=O)c1nc2ccccc2s1	3	4
N#CCSC1=Nc2ccccc2C2=NC(CCC(=O)N3CCN(c4ccccc4)CC3)C(=O)N12 (centres undefined)	-2	-8
CCN(CC)C(=O)c1cccc2c1C(=O)c1ccccc1-2	-4	-2
Cc1nc2ccc(Br)cn2c1NC(C)(C)C	6	-3
N#Cc1ccsc1NC(=O)CN1CCCCCC1	2	7
COc1ccc(S(=O)(=O)n2nc(OC(=O)c3ccc(C)cc3)cc2N)cc1	-1	-6
Cc1cc(C(=O)CSc2nnc(N)s2)c(C)n1CCc1ccc(Cl)cc1	-9	12
COc1ccc(NC(=O)CN2CCC(C)CC2)cc1	-3	-1
O=C1c2ccccc2C(=O)N1CCCCN(C(=O)c1cccc([N+](=O)[O-])c1)c1ccc(Cl)cc1	1	4
CC1(C)NC(=O)N(CC(O)COc2ccccc2C(=O)Nc2ccccc2)C1=O (centres undefined)	2	2
COc1ccc(C(=O)NCCc2nnc(SCc3nc4ccccc4c(=O)[nH]3)n2C)cc1	-3	-6
Cc1cccc(CS(=O)(=O)Cc2ccc(C(=O)NCCN3CCCCC3C)o2)c1 (centres undefined)	-8	0
CCOC(=O)[C@H]1CCC[C@@H](NS(=O)(=O)c2ccc(NC(C)=O)cc2)C1	-13	-4
O=C(CSc1nc2ccccc2c(=O)n1NC(=O)Cc1ccccc1)NCc1ccccc1	6	9
Nc1ccccc1SCC(=O)N1CCc2ccccc21	2	23
Cc1ccccc1C(=O)NC(=S)Nc1ccc(Oc2ccc(Cl)cc2)cc1	0	2
COc1ccccc1N1C(=O)CC(N2CCc3ccccc32)C1=O (centres undefined)	-8	19
Cc1nc(=O)c(-c2ccccc2)c(C)n1-c1ccccc1C(=O)O	-4	-1
COc1ccc(S(=O)(=O)N[C@@H](Cc2ccccc2)C(=O)N2CC[C@@]3(O)CCCC[C@H]3C2)cc1	-5	-15
COc1ccccc1CNC(=O)Cn1cccc1	3	3
CCOc1ccccc1-c1nc(-c2cc3ccc(C)cc3[nH]c2=O)no1	3	-3
O=C(c1ccc(Cl)cc1)c1cnc(Nc2ccccc2)s1	1	70*
CC1(C)C2([N+](=O)[O-])CN(CCO)CC1([N+](=O)[O-])CN(CCO)C2	1	0
CC(=O)N(C)C1(c2nnnn2CCOC(=O)Nc2cccc3ccccc23)CCCC1	7	-6
Cc1cccc(NC(=S)NNC(=O)c2ccco2)c1	-6	18
O=C(Nc1nc(-c2cc(Cl)sc2Cl)cs1)c1ccccc1	-16	35
COc1cc2c(cc1OC)C(C)N(S(=O)(=O)c1cnc(Cl)c(Cl)c1)CC2 (centres undefined)	0	-19
O=C(c1cccc(S(=O)(=O)N2CCCC2)c1)c1cccc(S(=O)(=O)N2CCCC2)c1	-4	2
COc1ccc(C(=O)N2CCN(Cc3cc(OC)c(O)c(OC)c3)CC2)cc1OC	-5	4
O=C(NNc1cccc(Cl)n1)Nc1ccc(Cl)cc1	8	10

Ordered by molar mass (largest number first): part of the list above.
smiles	RAD54 branch	esBAF inh
COc1ccc(C(=O)N2CCN(Cc3cc(OC)c(O)c(OC)c3)CC2)cc1OC	-5	4
CC1(C)C2([N+](=O)[O-])CN(CCO)CC1([N+](=O)[O-])CN(CCO)C2	1	0
Cc1cccc(NC(=S)NNC(=O)c2ccco2)c1	-6	18

Carrying on:
smiles	RAD54 branch	esBAF inh
COC(=O)c1ccc(CN(C)S(=O)(=O)c2ccc(C)cc2)o1	6	-11
O=C(NCCN1CCOCC1)C1CCC(=O)N1C1CCCCC1 (centres undefined)	6	2
COCCn1c(=O)[nH]c2cc(C(=O)Nc3cccc(C(C)=O)c3)ccc2c1=O	9	-6
CCCCCCSC1=C(C#N)C(=O)NC2(CCCCC2)S1	-4	3
CC1(C)OC(=O)N(CCc2ccccc2)C1(C)O (centres undefined)	-6	-9
Cc1ccc(CCP(=O)(O)CN2CCOCC2)cn1	-6	-1
Cc1ccc(NC(=S)c2nc3ccccc3s2)cc1	4	-19
N=c1c2c3c(sc2ncn1CCN1CCOCC1)CCCC3	4	2
C=C(C)c1cccc(C(C)(C)NC(=O)Nc2cc(C)ccc2OC)c1	3	-9
COc1ccc(S(=O)(=O)N2CCCCC2)cc1	-2	0
Cc1ccc(-c2cc(-c3ccccc3)c(C#N)c(N)n2)o1	-4	3
O=C(NCc1n[nH]c(=S)n1-c1cccc(Cl)c1)c1ccc(S(=O)(=O)N2CCCC2)cc1	-5	-7
CCn1c(O)c(C=NCc2cccs2)c(=O)n(CC)c1=S	-11	-3
CN(C)CCSc1nnc2sc3ccccc3n12	14	u
COc1cccc(-c2noc(C3CCCN(S(=O)(=O)c4cccc(Cl)c4C)C3)n2)c1 (centres undefined)	-2	2
COc1ccc(C(=O)Nc2sc(C)c(-c3ccccc3)c2C#N)cc1OC	11	31
Cc1ccc2c(Cl)c(C(=O)NCc3cccnc3)sc2c1	-3	17
N#Cc1c(NC(=O)CSc2n[nH]c(N)n2)oc(-c2ccccc2)c1-c1ccccc1	8	-9
CCC(=O)N(C)C(c1ccccc1Cl)c1nnnn1-c1c(C)cccc1C (centres undefined)	-9	2
COc1ccc(N2CCN(CC(O)c3c[nH]c4ccc(OC)cc34)CC2C)cc1 (centres undefined)	-3	6
Cc1ccc(-c2noc(CCC(=O)Nc3ccccc3N3CCN(C)CC3)n2)cc1	1	6
CCC(C)NC(=O)c1cc(Cl)ccc1OC (centres undefined)	-2	-4
Cc1oc(/N=C/c2ccccc2O)c(C#N)c1C	-9	4
Cc1ccccc1C(=O)NCCc1nnc(SCC(=O)Nc2nc(-c3ccccc3)cs2)n1C	-5	28
CCn1c(COc2ccc(Cl)cc2)nnc1SCc1ccc(C#N)cc1	-7	4
CCOC(=O)C1=NN(c2ccccc2C)C2=NC(C)=C(C(=O)OC)C(c3cccs3)N12 (centres undefined)	1	-7
CCC(C)(C)NC(=O)C(c1ccc(F)cc1)N(Cc1ccco1)C(=O)CCC(=O)Nc1ccccn1 (centres undefined)	-3	-36
Cn1c[n+](C)cc1/C=N/O	-1	-7
O=C(Nc1cccc2nsnc12)c1ccc2c(c1)OCO2	-4	37
COC(=O)c1ccc(C(=O)OC)c(NC(=O)CN2CCN(c3ccc(OC)cc3)CC2)c1	16	4
O=C(c1cc2c(=O)n3ccccc3nc2s1)N1CCOCC1	1	30
CCC(C)NS(=O)(=O)c1ccc(OCC(=O)Nc2ccc3c(c2)OCO3)cc1 (centres undefined)	4	-1
COc1ccc(S(=O)(=O)N2CCC(C(=O)N3CCCCC3)CC2)cc1Cl	8	-1
Cc1ccc(S(=O)(=O)c2c(N)n(/N=C/c3ccco3)c3nc4ccccc4nc23)cc1C	1	-2
Cc1cccc(OCC(O)Cn2c(-n3nc(C)cc3C)nc3c2c(=O)[nH]c(=O)n3C)c1 (centres undefined)	1	-6
COc1cc(OC)cc(C(=O)NC2CCN(CC(=O)Nc3cccc4ccccc34)CC2)c1	-4	-5
O=C(CSc1nc2ccccc2o1)NCCOc1ccccc1	9	-1
CCN(/C=N/c1sc2c(c1C#N)CC(C)(C)NC2(C)C)CC	19	3
Cc1ccc(S(=O)(=O)CCc2nnc(N)s2)cc1	-6	-3
Cc1ccccc1OCC(=O)NCCN1CCCC1	-9	-6
Cc1nc(N2CCCC2C(=O)O)c2oc3ccccc3c2n1 (centres undefined)	1	1
O=C(c1cc(-c2cccs2)on1)N1CCN(c2ccc(F)cc2)CC1	-2	-3
NS(=O)(=O)c1cccc(NC(=S)NC(=O)C23CC4CC(CC(C4)C2)C3)c1	-3	18
COCCn1c(SCC(=O)Nc2nc3ccccc3s2)nnc1-c1ccoc1C	3	-4
COc1ccccc1NC(=O)c1sc2ncn(Cc3cccc(C)c3)c(=O)c2c1C	-2	3
COc1ccc(-c2nnc(SCc3ccccc3F)o2)cc1OC	-5	66*
COc1ccc(N2CCC(CNC(=O)Nc3ccc(OC)cc3OC)C2)cc1 (centres undefined)	-1	-1
COc1cccc(Nc2nc(=O)[nH]nc2C)c1	1	-6
COc1ccc(C)cc1NC(=O)COC(C)=O	5	5
COCCn1c(-c2cc(OC)c(OC)c(OC)c2)nc2oc3ccccc3c(=O)c2c1=O	6	2
Cn1ncc(Cl)c1C(=O)N1CCCc2ccccc21	-4	-2
Cc1ccc(NC(=S)NNC(=O)c2ccccc2OC(F)F)cc1	9	-2
CCN(CC)CCC(=O)Nc1ccc2c(c1)N(C(=O)CN(CC)CC)c1ccccc1CC2	11	6
COc1ccc(NC(=S)NC(NC(=O)C(C)C)C(Cl)(Cl)Cl)c([N+](=O)[O-])c1 (centres undefined)	3	5
COC(=O)C1=C(C)N(C)C(C)=C(C(=O)OC)C1c1ccncc1	-4	-3
O=c1cc(O)nc(SCc2ccccc2Cl)[nH]1	-1	-6

Next results:
smiles	RAD54 branch	esBAF inh
CC(C)c1cc(C(=O)Nc2cccc(Cl)c2)no1	11	31
CC(=O)c1ccc(S(=O)(=O)N(Cc2cc3cc4c(cc3[nH]c2=O)OCCO4)CC2CCCO2)cc1 (centres undefined)	4	46*
Cc1ccc2nc(-c3cccc(S(=O)(=O)N(C)C)c3)cn2c1	8	83*
CCCC(=O)Nc1ccc(C(=O)NCC2CCCO2)cc1 (centres undefined)	7	-7
Cc1cccc(NC(=O)c2ccoc2C)n1	-1	45*
CCc1ccc(/C(C)=N/Nc2cc(Cl)nc(C)n2)cc1	11	12
CNc1ccc(Br)cc(C(=O)/C=C/c2cccc(OC)c2OC)c1=O	-7	8
N#CCN1CCN(CCC(=O)Nc2ccc(OCc3ccccc3)cc2)CC1	4	14
O=C(OCC(=O)c1cccs1)C1=COCCO1	9	32
O=C(NCCC1=CCCCC1)c1ccc(Cl)c(S(=O)(=O)N2CCOCC2)c1	-3	20
N#Cc1c(-c2ccccc2)nc(N2CCOCC2)[nH]c1=O	1	-8
CCCc1nc(NC(C)=O)c(C#N)c(-c2ccco2)c1CC	-2	-6
O=C(c1cccs1)n1cc(C(=S)N2CCOCC2)c2ccccc21	-6	-8
O=C(Nc1cccc(S(=O)(=O)N2CCOCC2)c1)c1ccco1	1	-5
COc1ccc(NC(=S)Nc2ccc(Oc3ccccc3)cc2)cc1	6	0
CC(C)CNc1nc(Oc2ccc(=O)n(-c3ccccc3)n2)nc(N2CCOCC2)n1	10	3

Two entries from above, set out differently.
Value order – RAD54 branch	esBAF inh
- CCn1c(O)c(C=NCc2cccs2)c(=O)n(CC)c1=S
 : -11	-3
- CN(C)CCSc1nnc2sc3ccccc3n12
 : 14	u

Following part
smiles	RAD54 branch	esBAF inh
CC(C)(C)NC(=O)c1cc(NC(=O)c2cccs2)cc(NC(=O)c2cccs2)c1	-7	2
Cc1ccc(C23CC4CC(CC(NC(=O)N5CCN(C)CC5)(C4)C2)C3)cc1	2	-14
Cc1cccc(-c2nnc(SCC#N)n2-c2cccc(Cl)c2)c1	4	5
Cc1ccc(S(=O)(=O)N/N=C/c2ccc(OS(=O)(=O)c3ccc(C)c([N+](=O)[O-])c3)cc2)cc1	0	-2
CC(C)Oc1ccc(NC(=O)Oc2ccccc2)cc1	9	-4
CCCN(C(=O)Cc1nc(N)n[nH]1)C1(C(=O)Nc2ccccc2C)CCCCC1	1	1
COc1cccc(NC(=O)N2CCCC(C(=O)Nc3ccccc3OC)C2)c1 (centres undefined)	-9	-3
Cc1ccccc1OCCNC(=O)c1ccccc1Sc1ccccc1C#N	-5	5
Cc1c(C#N)c2ncnc(-c3ccccc3)c2n1-c1ccccc1	-5	-3
Cc1cccc(C)c1NC(=O)c1cc(S(=O)(=O)N2CCOCC2)ccc1F	-17	-5
CCn1c(SCC(=O)Nc2ccc(C)cc2)nnc1-c1ccc(O)cc1	6	5
CCN(C(=O)COC(=O)c1[nH]c(C)c(C(C)=O)c1C)C1CCS(=O)(=O)C1 (centres undefined)	3	-12
COC(=O)c1ccc(NC(=O)CCn2c(=O)oc3ccccc32)cc1	-3	10
CC(C)OCC(O)CN1CCNCC1 (centres undefined)	-2	-4
CCC(=O)Nc1ccc(Br)c(Cl)c1	2	-3
CCCCN(CC)C(=O)Cc1cn(C)c2ccccc12	-6	-3
